Screening results: PubChem, National Center for Advancing Translational Sciences (NCATS)
ATXN2 expr inh = reduces ATXN2 reporter expression in HEK-293 cells; HEK-293 ATXN2-luciferase reporter, luminescence, 24 h; AID 1745845; Potency, µM (doses to about 57 µM), without a hit: at the top dose activity change, negative = inhibition, most hits filed as inhibitors; actives 0.72% (n = 360,000); further: potency means the concentration at half of the fitted maximal effect; on the % scale 0 is the no-effect control and ±100 the full control effect; nearly all actives have a fitted effect of over 55% in size
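ATXN2-luciferase reporter cells (luciferase flanked by upstream and downstream ATXN2 gene portions) were treated 24 h at 37 °C with compounds at up to 57 uM. SteadyGlo luminescence gave expression; GF-AFC fluorescence gave viability.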
IL1B secr inh = blocks inflammasome-driven IL-1 beta release; THP-1 LPS/ATP IL-1B secretion, AlphaLISA, 16 h; stronger effect = lower value; actives 4.7% (n = 360,000); AID 743279; activity change, % at 57.5 µM; in the data active means activity change below about -50%; inconclusive means mostly about -30% to -49%; further: on the % scale 0 is the no-effect control and ±100 the full control effect
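Secreted IL-1B measured by AlphaLISA bead assay after 16 h compound exposure of THP-1 cells; compounds (final up to 57.5 uM) added 1 h before LPS (250 ng/mL) and ATP (1.25 mM) stimulation; lower signal means less secretion.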
KB-3-1 tox = KB-3-1 parental cell cytotoxicity; Potency, µM (doses to about 46.1 µM), for inactives: at the top dose activity change, negative = cytotoxic, actives largely listed as cytotoxic; KB-3-1 viability, CellTiter-Glo ATP luminescence, 72 h; actives 1.4% (n = 400,000); AID 1347075; further: potency means the concentration at half of the fitted maximal effect; on the % scale 0 is the no-effect control and ±100 the full control effect; nearly all actives have a fitted effect of over 60% in size
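Luminescent ATP read-out (CellTiter-Glo) measures survival of drug-naive KB-3-1 cells after 72 h compound exposure at 37 °C. Titration series was screened from lowest to highest concentration, with DMSO vehicle plates as background controls.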
HT1080-NT tox = kills 2HG-producing HT-1080-NT fibrosarcoma cells; HT-1080-NT fibrosarcoma viability, CellTiter-Glo ATP luminescence, 48 h; Potency, µM (top dose mostly 46.1 µM), for inactives: at the highest dose activity, negative = less viability, actives largely listed as cytotoxic; actives 1.6% (n = 360,000); AID 686970;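 further: NT is the 2HG producing partner of a matched IDH1 knockdown line; potency means the concentration at half of the fitted maximal effect; 0% = DMSO-treated cells and -100% = media-only wells without cells; nearly all actives have a fitted effect of over 55% in size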
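HT-1080-NT fibrosarcoma cells (2HG-overproducing), 750 cells/well in RPMI with 5% FBS, dosed after 2 h and incubated 48 h at 37C. CellTiter-Glo luminescence normalized to DMSO and no-cell wells; concentration-response curves fitted and classed.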
KB-V1 MDR tox = kills drug-selected multidrug resistant KB-V1 cells. KB-V1 MDR cells viability, CellTiter-Glo, 72 h. Potency, µM (doses to about 46.1 µM), inactives show at the top dose activity change, negative = cytotoxicity, usual class: cytotoxic. actives 3.4% (n = 400,000). AID 1347076; further: potency means the concentration at half of the fitted maximal effect; on the % scale 0 is the no-effect control and ±100 the full control effect; nearly all actives have a fitted effect of over 60% in size
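Cytotoxicity via CellTiter-Glo luminescence after 72 h compound exposure at 37 degrees C. Cells: drug-selected KB-V1 line, DMEM phenol-red free plus 10% FBS. Compounds tested at multiple concentrations; normalized data fitted to concentration-effect curves.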
MCF10A rerep = induces DNA re-replication in MCF 10a normal breast cells | MCF 10A DNA re-replication, Hoechst nuclear intensity, 48 h | Potency, µM (highest dose often 46.1 µM), for the others: top-dose activity, positive = re-replication, most hits filed as activators | actives 2.9% (n = 350,000) | AID 624296; further: potency means the concentration at half of the fitted maximal effect; % of control where 0% means no effect; nearly all actives have a fitted effect of over 50% in size
ATXN viability = reduces viability in counter-screen for ATXN expression inhibitors; AID 651635; Potency, µM (top dose mostly 56.7 µM), most hits filed as cytotoxic; S2 cells (HEK-293 line with an ATXN2-luciferase reporter) viability, CellTiter-Fluor protease fluorescence, 24 h; actives 0.49% (n = 400,000); further: potency means the concentration at half of the fitted maximal effect; nearly all actives have a fitted effect of over 40% in size
SW480 rereplic = DNA re-replication induction in SW480 cells; SW480 DNA re-replication, Hoechst DNA content imaging, 48 h; actives 1.8% (n = 340,000); Potency, µM (series often up to 46.1 µM), for inactives: at the top dose re-replication activation, hits mostly activators; AID 624297; further: potency means the concentration at half of the fitted maximal effect; % of control where 0% means no effect; nearly all actives have a fitted effect of over 55% in size
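Per well, 250 cells were exposed to pinned compound for 48 hr. Nuclear DNA was visualised with Hoechst (40 min, 37 C) and total object intensity recorded by fluorescence scanning.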
HT1080 IDH1KD tx = kills HT-1080 cells with IDH1 knockdown; AID 686971; Potency, µM (top dose mostly 46.1 µM), for inactives: top-dose activity, negative = toxicity, usual class: cytotoxic; HT-1080 IDH1 knockdown viability, ATP luminescence, 48 h; actives 2% (n = 360,000);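 further: potency means the concentration at half of the fitted maximal effect; 0% = DMSO wells and -100% = cell-free medium wells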
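Viability of IDH1-knockdown HT-1080 fibrosarcoma cells was assessed by CellTiter-Glo after 48 h at 37 °C with titrated compound; concentration-effect curves were classified by fit quality and response size.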
* marks the source's active call; other numbers are inactive results; i = inactive; u = inconclusive; x = not tested or not shown; [ ] = another dose, or the depositor's remark. Unless noted, the call rests on the fitted dose curve; in most records, active means well fitted curve in the direction sought with a large enough effect; inconclusive means small, poorly fitted or top-dose-only effect, or another doubt; inactive means no such curve, though single readings can be large; an effect the other way counts as inactive or inconclusive.

SMILES	ATXN2 expr inh	IL1B secr inh	KB-3-1 tox	HT1080-NT tox	KB-V1 MDR tox	MCF10A rerep	ATXN viability	SW480 rereplic	HT1080 IDH1KD tx
CS(=O)(=O)N(Cc1ccc(C(=O)N2CCc3ccccc3C2)cc1)c1ccccc1	-11%	-25	-1%	0%	u	u	u	u	-3%
COc1ccc(CNC(=O)Nc2cn(CC(C)C)c(=O)c3ccccc23)c(OC)c1	14%	x	-1%	x	-16%	x	i	x	x
COc1ccc(OC)c(CNCc2c(C(=O)O)n(Cc3cccc(F)c3)c3cc(OC)ccc23)c1	16%	x	-7%	x	26%	x	u	x	x
CCCCC(=O)N(C)c1c(C)nc2ccc(C(=O)N(C)Cc3ccco3)cn12	0%	26	0%	9%	-3%	x	i	x	0%
Cc1ccc(NC(=O)CC2S/C(=N/N=C3\CCCc4ccccc43)NC2=O)cc1 (stereo not given)	x	0	6%	u	15%	15µM*	i	1%	u
O=C1NC(c2cccc([N+](=O)[O-])c2)=CCN1c1ccccc1O	x	-1	1%	10%	5%	-4%	i	-30%	14%
CC(Oc1ccc(Cl)cc1Cl)C(=O)NCc1ccncc1 (stereo not given)	-9%	-8	-14%	0%	21µM*	-1%	i	-2%	-6%
CCOC(=O)Cc1cnc(NC(=O)NC(C(=O)OCC)(c2ccccc2)C(F)(F)F)s1 (stereo not given)	1%	-19	-5%	-1%	21%	u	i	-2%	-4%
Cc1ccc(OCCNC(=O)CCNS(=O)(=O)c2ccc(Br)cc2)cc1	-14%	-13	-5%	-5%	-29%	-2%	i	3%	-5%
COC(=O)NC1c2ccccc2Oc2ccc(C)cc21 (stereo not given)	0%	26	-4%	-17%	-2%	-3%	i	-10%	-5%
O=C(NCc1ccccc1)C(c1ccncc1)N(C(=O)c1csnn1)C1CC1 (stereo not given)	2%	-1	0%	3%	6%	-1%	i	3%	10%
OCCC1CN(Cc2cccc(-n3cccn3)c2)CCN1Cc1ccccc1 (stereo not given)	-8%	-11	-3%	-1%	u	1%	i	15%	-2%
CCCCCC(=O)N1C[C@@H](n2cc(C3CC3)nn2)[C@H](O)C[C@@H]1c1ccc(OC)cc1	4%	22	0%	-5%	0%	x	i	x	-9%
CC[N+]1=CN(c2ccccc2)C(C)=CC1(C)C	8%	29	20%	1%	3%	1%	u	u	0%
COC(=O)C1=C(C(=O)OC)[C@@H]2N(C)c3ccccc3[C@@]23C[C@@H](CO)N(C(=O)c2cccs2)C3=N1	-1%	25	18%	1%	14%	-12%	i	-5%	7%
COc1ccccc1CN1C(=O)c2cccc3cccc(c23)C1=O	-9%	-6	5%	7%	-3%	0%	i	3%	5%
COC(=O)c1ccc(Oc2ccc(C(C)(C)C)cc2)c([N+](=O)[O-])c1	14%	15	-6%	2%	u	3%	i	u	-1%
Cn1c(CCCNC(=O)c2cccs2)nc2ccccc21	-8%	11	2%	8%	-3%	2%	i	-4%	-3%[9.24 µM]
Fc1ccc2c(-c3cccc(C(F)(F)F)c3)c(-c3ccccc3)ncc2c1	u	16	-10%	14%	3%	-11%	u	-2%	23%
CCN(CC)c1cc(C)c2cc(NC(=O)c3ccccc3F)ccc2n1	-23%	-57*	u	-11%	-2%	12%	u	8%	-23%
O=C(CC(c1ccccc1)c1cc(Br)ccc1O)NCCN1CCOCC1 (stereo not given)	-5%	-1	1%	-4%	-3%	4%	i	-4%	-9%
Cc1cc(C)c2nc(SCCc3ccccc3)nc(C)c2c1	21%	-23	0%	8%	-4%	u	i	-2%	11%
CC1(C)OC(=O)C2=C(CC(CCc3ccccc3)OC2c2ccccc2)O1 (stereo not given)	-3%	26	u	-3%	2%	x	i	x	2%
O=C(CCN1C(=O)c2ccccc2C1=O)c1cnc[nH]1	15%	-15	9%	-1%	-13%	x	i	x	u
COc1ccc(N2C(=O)CC(Sc3nc(C)cc(C)n3)C2=O)cc1OC (stereo not given)	14%	17	7%	3%	1%	-4%	i	-28%	1%
CN(CCC#N)c1ncnc2scc(-c3ccccc3)c12	-5%	-9	-3%	u	-19%	-2%	i	-1%	-29%
CCOc1c(Cl)cc(C(=O)NCCN2CCCCC2)cc1Cl	-6%	7	-8%	u	-10%	15%	i	u	u
CCn1c(CC(=O)Nc2ccccc2C)nnc1SCC(=O)NC1CCCC1	-3%	-9	6%	20%	0%	0%	i	-5%	2%
CCC(C(=O)OC)n1cnc2scc(-c3ccc(C)cc3)c2c1=O (stereo not given)	-9%	0	1%	9%	9%	3%	i	-16%	2%
CC(=O)c1cccc(NC(=O)N2CCC(C(=O)c3ccc(F)cc3)CC2)c1	-26%	-1	-20%	10%	-18%	1%	i	-63%[inhibitor]	-2%

3 structures already listed, ordered by SMILES length, ascending.
SMILES	ATXN2 expr inh	IL1B secr inh	KB-3-1 tox	HT1080-NT tox	KB-V1 MDR tox	MCF10A rerep	ATXN viability	SW480 rereplic	HT1080 IDH1KD tx
O=C(CCN1C(=O)c2ccccc2C1=O)c1cnc[nH]1	15%	-15	9%	-1%	-13%	x	i	x	u
CC1(C)OC(=O)C2=C(CC(CCc3ccccc3)OC2c2ccccc2)O1 (stereo not given)	-3%	26	u	-3%	2%	x	i	x	2%
Fc1ccc2c(-c3cccc(C(F)(F)F)c3)c(-c3ccccc3)ncc2c1	u	16	-10%	14%	3%	-11%	u	-2%	23%

(next part)
SMILES	ATXN2 expr inh	IL1B secr inh	KB-3-1 tox	HT1080-NT tox	KB-V1 MDR tox	MCF10A rerep	ATXN viability	SW480 rereplic	HT1080 IDH1KD tx
COc1cc(C(=O)O)nc(OC)n1	-14%	-12	25%	9%	8%	0%	i	-14%	5%
O=C1NC(=O)C(Cc2ccccc2)(c2cccnc2)N1 (stereo not given)	0%	13	28%	14%	u	-2%	i	12%	u
CN1CCN(C(=O)C[C@H]2C[C@H]3c4cc(NC(=O)NC5CCCCC5)ccc4O[C@H]3[C@@H](CO)O2)CC1	9%	-14	0%	-1%	-7%	x	i	x	12%
CCOC(=O)C(=O)Nc1ccc(S(=O)(=O)Nc2ncccn2)cc1	6%	4	2%	7%	8%	-4%	i	-12%	6%
CCC1CCc2sc(C(=O)NC3CCN(Cc4ccccc4)CC3)cc2C1 (stereo not given)	u	-74*	u	-10%	0%	u	u	u	-28%
COc1ccc(Cl)cc1N(CC(=O)NC(C)(C)C)S(=O)(=O)c1ccc(C)c([N+](=O)[O-])c1	-32%	17	6%	-12%	u	17%	i	x	-14%
COc1ccc(C2C(C(C)=O)=C(O)C(=O)N2CCc2c[nH]c3ccccc23)cc1 (stereo not given)	x	24	-3%	-28%	-2%	-1%	i	1%	u
CC(C)CCN1C(=O)c2ccc(-c3nc4ccccc4c(=O)o3)cc2C1=O	8%	-1	-6%	8%	-4%	-2%	i	2%	13%
COC(=O)CSc1cc(SCC(=O)OC)c(C#N)c(SCC(=O)OC)c1	-3%	-113*	-2%	-7%	u	u	i	0%	-1%
C=CCN1C=C2C(=O)C(C)(OC(=O)C3CCCC3)C(=O)C=C2C=C1c1ccsc1 (stereo not given)	-7%	26	6%	-1%	10%	1%	i	-3%	0%
O=C(/C=C/c1ccc([N+](=O)[O-])cc1)NCCc1ccccc1	x	-9	-1%	8%	3%	2%	i	-73%[inhibitor]	12%
COc1ccc(Br)cc1S(=O)(=O)Nc1ncn[nH]1	6%	-9	5%	8%	u	0%	i	-10%	2%
Cc1onc(-c2ccccc2)c1C(=O)Nc1nnc(C(C)C)s1	1%	22	5%	24%	-12%	-1%	i	-18%	18%
COc1ccc(C(=O)COC(=O)C(CC(C)C)N2C(=O)c3ccccc3C2=O)cc1 (stereo not given)	-6%	0	-3%	2%	8.2µM*	-7%	i	-8%	1%
Cc1ccc(NC(=O)CS(=O)CC(=O)NC(C)CCc2ccco2)cc1Cl (stereo not given)	1%	0	11%	-3%	-31%	17%	i	4%	-6%
Cn1nc(-c2ccc(N3CCCCC3)c(NC(=O)c3ccc(Cl)cc3)c2)c2ccccc2c1=O	10%	x	3%	x	-1%	x	i	x	x
COc1ccccc1C1C(C#N)=C(N)Oc2cc(C)n(CCCn3ccnc3)c(=O)c21 (stereo not given)	3%	-19	19%	-2%	1%	-3%	i	-20%	4%
O=C(CSc1nc(-c2ccc(F)cc2)cc(C(F)(F)F)n1)NCc1cccs1	-6%	-20	1%	9%	0%	2%	i	1%	9%
COc1ccc(CC(=O)NCC(=O)Nc2ccccc2Br)cc1	6%	-11	-14%	-30%	-4%	14%	i	u	u
Nc1c(C(=O)Nc2cccc(Cl)c2Cl)sc2nc(-c3cccnc3)ccc12	3%	0	1%	-7%	-28%	5.2µM*	x	9.2µM*	-14%
CC(=O)C(Sc1nnnn1-c1ccccc1)C(C)=O	-18%	11	-1%	10%	16%	-4%	i	-6%	14%
COC(=O)c1cc2nc(-c3ccc(OC)cc3)cc(C(F)(F)F)n2n1	2%	10	7%	50%	3%	1%	i	-2%	25%
c1cc(-c2nsc(-c3ccncc3)n2)ccn1	11%	-19	u	u	u	2%	i	-3%	-3%
O=C(Nc1cc(S(=O)(=O)N2CCOCC2)ccc1N1CCOCC1)c1ccc(S(=O)(=O)N2CCCCC2)cc1	-6%	-26	12%	3%	-7%	2%	i	-12%	-8%
Cc1noc(C)c1C(=O)OCC(=O)Nc1cccc(S(N)(=O)=O)c1	-2%[11.3 µM]	35	u	10%	-1%	-1%	i	2%	9%
COc1ccc(S(=O)(=O)N2CCCC2C(=O)Nc2nc3c(s2)CCCC3)cc1 (stereo not given)	-2%	-18	-8%	-8%	u	8%	i	-9%	-11%
COc1cccc(-c2cc(C(=O)Nc3cnn(Cc4ccc(F)cc4)c3)no2)c1	-22%	-16	-6%	-13%	9%	u	i	17%	0%
